Compound activity: PubChem, Sanford-Burnham Center for Chemical Genomics
NadD block = inhibitors of S. aureus NadD, primary screen, biochemical, colorimetric, uHTS; Nicotinate-nucleotide adenylyltransferase NadD (Staphylococcus aureus N315); purified NadD enzyme, colorimetric absorbance read-out; inhibition, % at 20 µM; 360,000 compounds, 0.78% hits; AID 602399, 2012; in the data active = inhibition above about 26%; note: some compounds past the cut are filed as inactive
STEP inh = STEP phosphatase inhibitors, primary screen, biochemical, fluorescence intensity, uHTS | Tyrosine-protein phosphatase non-receptor type 5 (Homo sapiens), P54829 | recombinant STEP, OMFP fluorogenic substrate | inhibition, % at 20 µM | 360,000 compounds, 0.25% hits;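 active = inhibition at 20 µM, scaled per plate between control wells, above about 37%, limit read from the data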;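 note: 0% = DMSO with enzyme and substrate and 100% = substrate only without enzyme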
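Material: STEP (striatal-enriched tyrosine phosphatase) enzyme, cell-free; Compound dosing: 20 µM single dose in 1% DMSO; Technique: fluorescence read at 480 nm ex / 540 nm em; Times: reaction 20 min, ambient temperature; Medium: 50 mM Bis-Tris pH 6.0 with 2.5 mM DTT and 0.005% Tween 20; Also added: OMFP at 25 µM.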
DNMT1 block = human DNMT1 methyltransferase inhibitors, primary screen, biochemical, molecular beacon, fluorescence, HinP1I cleavage, uHTS. inhibition (reported as % activation of signal), % at 10 µM. 360,000 compounds, 0.83% hits. AID 588458, 2011. DNA (cytosine-5)-methyltransferase 1 (Homo sapiens), P26358; in the data active = inhibition above about 50%
LMPTP inh = LMPTP phosphatase inhibitors, primary screen, biochemical, fluorescence intensity, uHTS. recombinant LMPTP-A, OMFP fluorogenic substrate. 360,000 compounds, 0.22% hits. inhibition, % at 20 µM. AID 651560, 2012. Low molecular weight phosphotyrosine protein phosphatase (Homo sapiens), P24666;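 active = compounds that cut the enzyme signal by at least half of the control window in the single-dose screen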;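 note: plate controls were DMSO wells with enzyme plus substrate for no effect and substrate without enzyme for full effect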
Target sequence (P24666 whole entry, looked up): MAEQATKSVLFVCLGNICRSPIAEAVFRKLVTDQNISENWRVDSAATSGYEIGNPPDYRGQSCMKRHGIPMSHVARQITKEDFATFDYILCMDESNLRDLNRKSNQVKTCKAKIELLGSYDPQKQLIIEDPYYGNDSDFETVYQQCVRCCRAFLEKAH
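Test system: LMPTP-A phosphatase enzyme; input: 0.625 nM LMPTP-A final; reagent: OMFP substrate, 400 µM final; compound dosing: 20 µM single dose, 3% DMSO; incubation: 50 min dark incubation at room temperature; measured by: endpoint fluorescence intensity from OMFP dephosphorylation; measure: % inhibition relative to no-enzyme and uninhibited control wells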
SKN-1 inh = suppressors of acrylamide-induced Pgst-4::GFP reporter in worms, primary screen, SKN-1 inhibitor project, whole organism, uHTS, GFP/RFP fluorescence ratio, strain VP596; C. elegans VP596 Pgst-4::GFP/RFP ratio, 24 h; 360,000 compounds, 0.49% hits; AID 624304, 2012; inhibition, % at 21.8 µM;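 active = interference check ratio from 0.5 to 1.5 plus GFP to RFP signal ratio inhibition reaching or exceeding a fixed threshold, cut at about 30% in these data, passing the limit was not always enough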; note: some compounds called inactive have numbers as strong as hits
Scp-1 inhibitor = Scp-1 phosphatase inhibitors, primary screen, biochemical, colorimetric, uHTS. inhibition, % at 20 µM. Carboxy-terminal domain RNA polymerase II polypeptide A small phosphatase 1 (Homo …. 340,000 compounds, 0.88% hits. Recombinant Scp1, phosphopeptide, malachite green phosphate absorbance;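 active = inhibition above about 50% at 20 µM, limit read from the data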;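 note: plate controls were DMSO wells with enzyme for no effect and wells lacking enzyme for full effect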
Target sequence (Q9GZU7 76-261 limits assumed): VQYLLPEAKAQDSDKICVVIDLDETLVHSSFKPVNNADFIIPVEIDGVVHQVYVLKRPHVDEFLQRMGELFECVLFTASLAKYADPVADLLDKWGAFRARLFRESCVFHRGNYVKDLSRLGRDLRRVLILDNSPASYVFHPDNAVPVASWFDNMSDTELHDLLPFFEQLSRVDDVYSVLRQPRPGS
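Material – SCP-1 phosphatase catalytic domain, residues 76-261 · Buffer or medium – Acidic Tris acetate buffer with magnesium and detergent · Also added – Phospho 17-mer peptide substrate · Compound – single 20 µM dose, 1% DMSO · Times – 45 min room-temperature reaction, 5 min colour, 30 min stabiliser · Technique – Phosphate-binding colour reagent, absorbance read at 630 nm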
SUMO1 PPI mod = modulators of SUMO1 protein-protein interactions, primary screen, biochemical, uHTS; inhibition, % at 20 µM; 360,000 compounds, 0.33% hits; AID 602429, 2012; SUMO1 binding to a labelled peptide, TR-FRET, 1 h; in the data active = inhibition above about 37%
Target sequence (P63165 whole entry, looked up): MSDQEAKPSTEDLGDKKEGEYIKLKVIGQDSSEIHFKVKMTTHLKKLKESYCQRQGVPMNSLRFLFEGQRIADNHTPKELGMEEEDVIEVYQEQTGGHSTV
Rpn11 inh = Rpn11 (PSMD14) deubiquitinase inhibitors, primary screen, biochemical, fluorescence polarization, uHTS; calls only at 20 µM; 26S proteasome non-ATPase regulatory subunit 14 (Homo sapiens), O00487; human 26S proteasome, Ub4-pepOG fluorescence polarization; 20S core pre-blocked with epoxomicin; 360,000 compounds, 0.59% hits;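 active = inhibition at 20 µM, scaled to each plate's controls, above about 33%, limit read from the data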
Target sequence (O00487 whole entry, looked up): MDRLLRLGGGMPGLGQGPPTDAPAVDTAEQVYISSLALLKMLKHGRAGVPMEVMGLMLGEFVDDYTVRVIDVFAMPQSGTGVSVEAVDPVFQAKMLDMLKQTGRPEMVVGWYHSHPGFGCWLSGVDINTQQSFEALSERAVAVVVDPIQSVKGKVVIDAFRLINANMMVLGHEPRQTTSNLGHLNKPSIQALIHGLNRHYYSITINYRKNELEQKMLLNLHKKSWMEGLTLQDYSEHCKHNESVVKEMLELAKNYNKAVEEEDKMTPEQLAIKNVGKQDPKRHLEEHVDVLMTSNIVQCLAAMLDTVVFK
MT1-MMP act inh = blockers of MT1-MMP proenzyme processing, primary screen, HT1080 RFP-PRO-GFP cells, GFP/RFP fluorescence; GFP/RFP ratio change, % at 20 µM; GFP/RFP ratio fluorescence, overnight; percent of plate control window, DMSO zero; Matrix metalloproteinase-14 (Homo sapiens), P50281; 360,000 compounds, 0.061% hits; AID 651647, 2012;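 active = GFP/RFP ratio change of at least 30% with cell ATP level not reduced by more than half and red fluorescence within 50% of control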; note: strong numbers were not always called active
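Read-out: GFP/RFP fluorescence ratio; Test system: RFP-PRO-GFP reporter HT1080 cells; Compound dosing: single-point 20 µM compound, 1% DMSO; Times: overnight compound exposure at 37 °C.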
CendR NRP1 mod = modulators of CendR peptide binding to NRP-1, primary screen, biochemical, fluorescence polarization, uHTS. Neuropilin-1 (Homo sapiens), O14786. FAM-RPARPAR peptide binding to NRP-1. inhibition, % at 25 µM. 360,000 compounds, 0.85% hits;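 active = inhibition or corrected inhibition above about 18%, plus a signal ratio from 0.5 to 1.5, limit read from the data, passing the limit was not always enough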; note: strong numbers were not always called active
An asterisk follows results filed as active; i = inactive; x = not tested or not shown.

SMILES	NadD block	STEP inh	DNMT1 block	LMPTP inh	SKN-1 inh	Scp-1 inhibitor	SUMO1 PPI mod	Rpn11 inh	MT1-MMP act inh	CendR NRP1 mod
CC(=O)Nc1cccc(OCC(=O)Nc2ccc(F)cc2)c1	-5	2	2	1.2	3	3	-7	i	1	0
COP(=O)(OC)c1nc(-c2ccc(C)cc2)oc1N1CCCCC1	-5	0	0	-1.4	22	-8	0	i	-3	6
COc1ccc(-c2cc(C(=O)Nc3cc(S(=O)(=O)N4CCOCC4)ccc3N3CCOCC3)c3ccccc3n2)cc1	10	2	-10	1.5	2	2	0	i	-1	-17
Cc1cc(NC(=O)c2ccc(F)cc2)no1	-4	-1	-1	-0.5	20	-5	-1	i	-1	7
Cc1ccc(S(=O)(=O)NCC(=O)OCC(=O)N(CCC#N)c2ccccc2)cc1	-2	-3	2	-3.5	-16	-8	3	i	2	5
Cc1ccc(-c2c(C#N)c(N)n(-c3ccccc3C)c(=O)c2C#N)cc1	-2	-1	0	-2.2	-15	x	7	i	-2	0
O=C(c1cc2c(s1)CCCC2)N1CCN(S(=O)(=O)c2ccccc2)CC1	-1	-1	0	0.5	-9	-4	2	i	2	3
Cn1nc(-c2ccccc2)c(C(=O)Nc2ccc(Cl)cc2)c1Cl	-10	-14	2	0.3	-2	-5	-1	i	0	-20
COCCNc1ncnc2c1cnn2Cc1ccccc1Cl	-4	-1	-2	-0.1	2	2	0	i	2	-1
Cc1ccc(NC(=O)CCS(=O)(=O)c2cccc3nonc23)c(Br)c1	-14	-3	-3	-0.3	3	-1	-32	i	-2	10
CSCCC(NC(C)=O)C(=O)Oc1ccc2c3c(c(=O)oc2c1)CCCC3 (configuration not stated)	1	-3	0	-0.2	35	-1	5	i	-1	-5
CSCSC1=C(C#N)C(c2ccccc2Cl)C(C(C)=O)=C(C)N1 (configuration not stated)	-2	1	-1	0.4	2	-4	-5	i	-22	6
COc1ccc(NC(=O)CCNC(C)=O)cc1NS(=O)(=O)c1ccc(F)cc1	-2	-3	-8	0.7	11	8	0	i	0	-9
Cn1c(=O)c2c(nc(CN3CCN(C(=O)c4ccco4)CC3)n2CC(=O)C(C)(C)C)n(C)c1=O	-4	4	0	-0.4	-2	-8	4	i	2	8
CC(NC(=O)c1ccco1)C1COc2ccccc2O1 (configuration not stated)	3	-2	5	-0.9	-8	21	1	i	-1	3
O=C(c1ccc(S(=O)(=O)Nc2ccccc2Cl)cc1)N1CCCC1	4	-1	-1	-1.0	-9	-8	26	i	5	-2
CCOc1ncccc1C(=O)Nc1ccc(Cl)c(S(=O)(=O)N2CCCC2)c1	-4	0	-4	0.4	3	-3	-17	i	6	1
Cn1cnc([N+](=O)[O-])c1SCCO	-8	-3	-3	-1.1	-3	0	-6	i	1	-3
Cc1cc(NC(=O)c2ccc(Cl)c(S(=O)(=O)N3CCOCC3)c2)no1	0	0	-1	0.6	7	-7	2	i	-3	-8
Cc1ccccc1NC(=O)CCN1CCCC1	-9	-1	5	-1.2	1	-5	7	i	2	16
CCn1cc(C2N3CC4(C)CN2CC(C)(C3)C4=O)c2ccccc21 (configuration not stated)	-3	0	-2	-1.0	-2	-1	4	i	1	8
COc1ccc(/C=C/C(=O)NC(CCSC)C(=O)O)cc1 (configuration not stated)	-2	1	1	-0.1	2	-12	2	i	-1	21
CCC(C)/C(C)=N/NC(=O)c1ccc(COc2ccc(Cl)c(C)c2)cc1 (configuration not stated)	7	2	12	0.7	-10	0	12	i	1	7
Cc1ccccc1C(=O)NC(=S)NC1CCS(=O)(=O)C1 (configuration not stated)	-3	-1	0	0.0	-7	-5	1	i	-5	10

Looked up by structure from the list above, two records:
SMILES	NadD block	STEP inh	DNMT1 block	LMPTP inh	SKN-1 inh	Scp-1 inhibitor	SUMO1 PPI mod	Rpn11 inh	MT1-MMP act inh	CendR NRP1 mod
Cc1ccccc1NC(=O)CCN1CCCC1	-9	-1	5	-1.2	1	-5	7	i	2	16
CCOc1ncccc1C(=O)Nc1ccc(Cl)c(S(=O)(=O)N2CCCC2)c1	-4	0	-4	0.4	3	-3	-17	i	6	1

Filtered by structure: the entries above with a Cl atom
SMILES	NadD block	STEP inh	DNMT1 block	LMPTP inh	SKN-1 inh	Scp-1 inhibitor	SUMO1 PPI mod	Rpn11 inh	MT1-MMP act inh	CendR NRP1 mod
Cn1nc(-c2ccccc2)c(C(=O)Nc2ccc(Cl)cc2)c1Cl	-10	-14	2	0.3	-2	-5	-1	i	0	-20
COCCNc1ncnc2c1cnn2Cc1ccccc1Cl	-4	-1	-2	-0.1	2	2	0	i	2	-1
CSCSC1=C(C#N)C(c2ccccc2Cl)C(C(C)=O)=C(C)N1 (configuration not stated)	-2	1	-1	0.4	2	-4	-5	i	-22	6
O=C(c1ccc(S(=O)(=O)Nc2ccccc2Cl)cc1)N1CCCC1	4	-1	-1	-1.0	-9	-8	26	i	5	-2
CCOc1ncccc1C(=O)Nc1ccc(Cl)c(S(=O)(=O)N2CCCC2)c1	-4	0	-4	0.4	3	-3	-17	i	6	1
Cc1cc(NC(=O)c2ccc(Cl)c(S(=O)(=O)N3CCOCC3)c2)no1	0	0	-1	0.6	7	-7	2	i	-3	-8
CCC(C)/C(C)=N/NC(=O)c1ccc(COc2ccc(Cl)c(C)c2)cc1 (configuration not stated)	7	2	12	0.7	-10	0	12	i	1	7

Next part.
SMILES	NadD block	STEP inh	DNMT1 block	LMPTP inh	SKN-1 inh	Scp-1 inhibitor	SUMO1 PPI mod	Rpn11 inh	MT1-MMP act inh	CendR NRP1 mod
CC1CCN(C(=O)COC(=O)CNC(=O)c2ccccc2F)CC1	-6	-2	2	-0.5	12	1	1	i	1	-4
NC(=O)c1ccc(NC(=O)c2ccc(COc3ccc(F)cc3)o2)cc1	5	0	3	-1.3	9	-5	-17	i	4	3
COc1ccccc1NC(=S)N(Cc1ccc(C)cc1)Cc1ccccn1	-3	18	1	-0.8	-3	-5	4	i	-3	4
O=C(CCC(=O)Nc1ccc(Br)cc1)N/N=C/c1ccc(O)cc1	-8	-2	-6	0.8	0	-1	1	i	-1	1
Cc1c(CCOC(=O)c2ccc([N+](=O)[O-])cc2)sc[n+]1CC(=O)c1ccccc1	13	2	-1	8.6	14	-2	-30	i	-1	-7
CCCc1nnc(NC(=O)CCC(=O)NC2CCCC2)s1	-7	-2	0	-0.6	1	-11	6	i	3	10
CC1CCCC(C)N1C(=O)COC(=O)c1n[nH]c(=O)c2ccccc12 (configuration not stated)	1	0	-1	-2.6	5	-8	-6	i	0	-4
O=C(CCC1CCN(C(=O)c2cncs2)CC1)Nc1ccccc1	-5	0	0	-1.1	-9	-5	0	i	1	11
CC(CO)NS(=O)(=O)c1ccc(Br)cc1F (configuration not stated)	-2	-2	2	-1.5	8	-8	-5	i	0	1
N#CC1(NC(=O)COC(=O)c2cc(=O)[nH]c3ccccc23)CCCCC1	-1	-1	-1	0.1	-4	-1	-3	i	-4	-7
CCOC(=O)Cc1cc(-c2ccc(F)cc2)nc2ccc3ccccc3c12	10	0	7	1.8	12	2	-1	i	-3	3
CCCCCn1nc(-c2ccccc2)c2nc3ccccc3nc21	8	-2	8	1.2	-61	0	0	i	-134	134
CCCN1CCc2c(sc(NC(=O)c3ccc(S(=O)(=O)N(C)c4ccccc4)cc3)c2C(N)=O)C1	8	1	4	3.5	10	-1	-7	i	-35	-90
COc1cc(C(=O)NCC2CCCO2)cc(Br)c1OCc1ccccc1 (configuration not stated)	-13	1	-7	-0.5	8	-6	2	i	-3	-1
N#Cc1ccc(/C=N/NC(=S)Nc2ccc(S(=O)(=O)N3CCOCC3)cc2)cc1	8	-1	-3	0.5	3	-8	-19	i	8	2
CCOC(=O)C1CC2=C(CCCC2=O)N(Cc2ccccc2)C1=O (configuration not stated)	6	-4	1	-2.2	20	-4	1	i	4	-7
S=C(NCCc1ccccc1)N1CCN(C23CC4CC(CC(C4)C2)C3)CC1	-13	1	-1	0.3	-4	-3	-2	i	2	-16
CCOC(=O)N1CCN(C(=O)CS(=O)(=O)c2cn(Cc3ccccc3Cl)c3ccccc23)CC1	4	-1	-4	0.9	23	-8	-4	i	-3	-3
Cc1ccc(S(=O)(=O)/N=C(/Nc2c(C)n(C)n(-c3ccccc3)c2=O)c2ccccc2)cc1	1	3	2	-1.5	3	-5	5	i	2	-6
CC1CN(S(=O)(=O)c2cccc(C(=O)NCC(c3cccs3)N3CCOCC3)c2)CC(C)O1 (configuration not stated)	11	-2	-13	-9.9	-10	-5	-88	i	4	20
COc1ccccc1CNC(=O)COC(=O)Cc1ccc(F)cc1	-6	1	-8	0.4	-5	-1	0	i	9	11
COCc1cc(C)n(CC(=O)Nc2cc(C)cc(C)c2)c(=O)c1C#N	-5	0	1	-1.8	-9	-2	-3	i	-2	9
Cc1nn(Cc2ccccc2)c(C)c1NC(=O)c1ccc([N+](=O)[O-])cc1[N+](=O)[O-]	2	0	0	-0.8	10	-9	-28	i	8	6
C[C@]1(C2CCCC2)Cc2cc(OCC(=O)O)c(Cl)c(Cl)c2C1=O	-5	1	4	-2.2	14	-9	16	i	2	-15
CC(C)(C)CC(C)(C)N=C1NS(=O)(=O)c2cc([N+](=O)[O-])ccc21	-1	-1	0	0.7	3	-5	-23	i	0	3
